Screening data: PubChem, Broad Institute
FN deposit inh: fibronectin deposition inhibition; AH1F fibroblasts, Alexa488-fibronectin deposition fluorescence, overnight; AID 743247; 0.086% of 350,000 active; inhibition, % at 12.6 µM;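 active = mean inhibition across replicates of 30% or more, regardless of how many single replicates reach that level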;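 also: positive control wells lacked labelled fibronectin entirely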
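Material: AH1F fibroblasts assembling fluorescent fibronectin matrix; amount: 10000 AH1F cells/well; medium: DMEM, 2% serum; reagent: Alexa488-fibronectin, 24 nM final in well; dosing: single compound dose, delivered by pin transfer; incubation: 1 h adhesion, overnight exposure; detection: fluorescence after three HBSS washes, excitation 485 nm, emission 525 nm; measure: fibronectin deposition inhibition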
* = called active by the depositor; & = joins results of further samples. This is a subset, so the mix of outcomes need not match the whole.

SMILES	FN deposit inh
CCOn1c(=O)c(-c2ccc(OC)c(OC)c2)[n+]([O-])c2ccccc21	-7
COc1ccc(Oc2coc3c(CN4CCOCC4)c(O)ccc3c2=O)cc1	-13
Nc1nc(CN2CCN(c3ccccn3)CC2)nc(Nc2ccc(Cl)cc2)n1	-3
CCOC(=O)c1sc2nc(SC)nc(-c3ccc(Cl)cc3)c2c1N	-10
Cc1c(O)c(CN2CCCCC2)cc2c3c(c(=O)oc12)CCC3	4
COc1cccc(-n2c(SCC(=O)NCCc3ccccc3)nnc2-c2ccoc2C)c1	6
C[C@@H]1CN(C)C(=O)Cc2cc(NS(C)(=O)=O)ccc2O[C@@H]1CN(C)S(C)(=O)=O	-10
Cc1cc2c(cc1C)CSC(c1ccc3ccccc3c1O)SC2	0
CNC[C@H]1Oc2c(cccc2N(C)C)C(=O)N(C)C[C@@H]1C	-18
N#Cc1ccc(-c2ccccc2)nc1SCC(=O)c1cccc(Cl)c1	5
COc1cc2c(cc1OC)C(C(=O)NCc1ccco1)C1c3ccccc3CCN1C2=O (centres undefined)	2
CNC[C@H]1OCc2ccccc2-c2c(n(C)c3ccccc23)C(=O)N([C@H](C)CO)C[C@@H]1C	1
Cc1cccc(NC(=O)/C(=C\c2ccco2)NC(=O)c2ccccc2)c1	1
O=C(/C=C\c1ccccc1)Nc1nccs1	6
Cc1ccc(C(=O)NCC(=O)OCC(=O)c2ccc3c(c2)OCCO3)cc1C	1
CC(C)[C@@H]1C(=O)N[C@@H](c2ccccc2)CC=CC[C@H](C)Oc2ccccc2C(=O)N1C (mixture of isomers)	3
COc1ccccc1C(=O)NCc1ccccc1	9
O=C(NCc1ccccc1)c1cc2nc(C3CC3)cc(C(F)(F)F)n2n1	-3
CC(=O)N(C)C[C@H]1Oc2ccc(N(C)C)cc2CC(=O)N(C)C[C@H]1C	-9
Fc1ccc(-c2nnc(CSc3nnc(-c4ccc5c(c4)OCO5)o3)o2)cc1	2
Cc1ccc(NC(=S)NC2CC3CCC(C2)N3Cc2ccco2)c(C)c1 (centres undefined)	-13
CNC(=O)C1C2C=CC3(O2)C1C(=O)N(CCOC)C3C(=O)NCc1ccc(OC)cc1 (centres undefined)	-5
CCOC(=O)C1CCN(C(=O)/C=C/c2ccccc2OC)CC1	3
O=C(Cc1ccccc1)NC(NC(=S)Nc1cc(Cl)ccc1Cl)C(Cl)(Cl)Cl (centres undefined)	0
CCCc1cc(=O)[nH]c(SCC(=O)Nc2nonc2N)n1	-1
Cc1ccccc1OCC(=O)N(Cc1ccc(N(C)C)cc1)C1CCS(=O)(=O)C1 (centres undefined)	-1
N#Cc1nc(COc2ccc(Cl)cc2)oc1N1CCCC1	4
Cc1ccc(Cn2cccc(-c3nc4ccccc4s3)c2=O)cc1	-8
Cc1cc(NC(=O)CSc2nc3ccccc3[nH]2)no1	-29
O=C(COC(=O)c1ccccc1OCc1ccc(Cl)cc1)NC1CC1	9
O=c1c2c(nc3c(-c4ccc(Cl)cc4)c[nH]n13)CCCC2	3
CNC[C@H]1Oc2ccc(N(C)C)cc2C(=O)N(C)C[C@H]1C	7
Cc1ccccc1C(=O)Oc1ccc(Br)cc1C(=S)N1CCCC1	-4
C=C(C)Cc1c(C)c(C#N)c2nc3ccccc3n2c1N1CCCCC1	3
Cc1nonc1OCCNC(=O)C12CC3CC(CC(C3)C1)C2	4
CC1CCN(c2ncnc3ccccc23)CC1	0
O=C(CS(=O)(=O)Cc1ccccc1)N1CCN(Cc2ccc3c(c2)OCO3)CC1	-6
COc1ccc(C2C(C(=O)N3CCOCC3)=C(C)NC3=C2C(=O)CC(C)(C)C3)c(OC)c1 (centres undefined)	0
CC(C)(C)NC(=O)Cn1nnc(-c2ccccc2NC(=O)c2ccco2)n1	-5
COC(=O)C1CCN(S(=O)(=O)c2ccc(NC(C)=O)cc2)CC1	0
CCOc1ccc(C(NC(=O)c2ccco2)c2ccc(OC)c(OC)c2)cc1 (centres undefined)	-2
COc1cc(-n2cnnn2)ccc1S(=O)(=O)N1CCOCC1	-15
O=C(Nc1ccc(NC(=O)C2CC2)nc1)c1cccc(F)c1	-5
c1ccc(C2Nc3ccccc3-c3nc4ccccc4n32)nc1 (centres undefined)	-7
COC(=O)c1ccc(-n2nc(C(F)(F)F)c3c2-c2ccoc2CC3)cc1	-1
CCCc1cc(=O)oc2cc3occ(C)c3cc12	1
CCOC(=O)CSc1nc2cc(C(=O)N3CCCC3)ccc2c(=O)n1Cc1ccccc1	-2
CC(NC(=O)C1CCC1)c1ccc2c(c1)OCO2 (centres undefined)	5
COc1ccccc1CN(C)C[C@H]1OCc2ccccc2-c2c(n(C)c3ccccc23)C(=O)N([C@H](C)CO)C[C@@H]1C	-12
CCCCN(CC)CCCNC(=O)Cn1nc(Cc2cccnc2)c2ccccc2c1=O	2

More compounds.
SMILES	FN deposit inh
Cc1ccc(C2CC(C(F)(F)F)n3nc(C(=O)NCC4CCCO4)cc3N2)cc1 (centres undefined)	11
CC(C)[C@H]1C/C=C\CCNC(=O)[C@H](C)CC(=O)N1	-3
CC(C)c1cc(NCC2CCCO2)n2c(nc3ccccc32)c1C#N (centres undefined)	-3
Cc1nc2cc(Cl)ccc2n1-c1ccccc1	-21
Cc1ccc(NC(=S)NCc2ccc3c(c2)OCO3)c(C)c1	-10
O=C(Nc1ccc(NC(=O)c2ccco2)nc1)c1cccnc1	-8
CC(C)NC(=O)c1ccccc1N(Cc1ccccc1)S(C)(=O)=O	7
Oc1[nH]c2ccccc2c1N=Nc1nc2ccccc2s1	3
CC(C)CCn1c(N2CCN(c3cccc(Cl)c3)CC2)nc2c1c(=O)[nH]c(=O)n2C	-6
C[C@@H]1CN([C@H](C)CO)C(=O)c2ccccc2-c2ccccc2CO[C@@H]1CN(C)C(=O)c1ccc(F)cc1	-11
CC(C)[C@H]1COCc2cnnn2CCC[C@H](C)C(=O)N1	9
O=C1N[C@H](c2ccccc2)COCc2cn(nn2)CC[C@@H]1Cc1ccc(C(F)(F)F)cc1	-2
CCn1c(CNc2ccc(OC)cc2)nnc1SCC(=O)Nc1ccc(F)cc1	-2
COc1ccc(CC(=O)N2CCCC(C)C2)cc1 (centres undefined)	-1
O=C(NCc1ccco1)c1ccccc1NC(=O)C1CC(=O)N(c2ccc(Cl)cc2)C1 (centres undefined)	-11
C[C@H]1COCc2cnnn2CC[C@H](Cc2ccccc2)C(=O)N1	1
O=C(N/N=C/c1ccc(O)cc1)/C(=C/c1ccc([N+](=O)[O-])cc1)NC(=O)c1ccccc1	3
CC(=O)N1C[C@@H]2C(c3ccccc3)[C@H](C1)N2C(C)=O (some centres undefined)	-24&4
CCCCCn1c(=O)[nH]c2cc(C(=O)N3CCN(CC)CC3)ccc2c1=O	-16
Cn1c(=O)c2c(nc(NCc3ccc4c(c3)OCO4)n2Cc2ccc(F)cc2)n(C)c1=O	8
CCC(C)c1ccccc1NC(=S)Nc1cccnc1 (centres undefined)	-8
CCCCC(NC(=O)c1ccccc1)C(=O)OCC(=O)N1c2ccccc2Sc2ccccc21 (centres undefined)	1
CC(C)CNCC(=O)N1c2ccccc2Sc2ccccc21	0
CC(C)[C@@H]1COCc2cn(nn2)CCC[C@H](C)C(=O)N1	-14
FC(F)(F)c1cnc(Oc2ccc(-c3nnco3)cc2)c(Cl)c1	3
O=C(Nc1cc(F)ccc1F)N1CCCCN2[C@H](CO)[C@H](c3ccc(C4=CCCCC4)cc3)[C@H]2C1	-4
COc1ccccc1OCC(=O)NCC1CCCCC1	4
COc1cc(C(=O)NCc2ccco2)cc(OC)c1OC	-8
CCN(CC)CCn1c(=S)[nH]c2ncccc2c1=O	-2
Cc1nn(-c2cccc(Cl)c2)c2c1C(c1cccnc1)C(C#N)=C(N)O2 (centres undefined)	-6
CN1CCN(c2ccccc2NC(=O)COc2ccc(Br)cc2)CC1	-6
Cc1cccc(C)c1OC(=O)CN(c1ccc(Cl)cc1)S(C)(=O)=O	-4
CCc1nnc(NC(=O)CSc2nnc(C)n2CC2CCCO2)s1 (centres undefined)	1
CCCN1CC=C2C(C#N)=C(N)C(C#N)(C#N)C(c3cc(OC)ccc3OC)C2C1 (centres undefined)	-7
C[C@H](CO)N1C[C@H](C)[C@@H](CN(C)CC2CC2)OCc2ccccc2-c2c(n(C)c3ccccc23)C1=O	6
CCOc1ccc(-n2c(SCC(N)=O)nc3c(c2=O)SCC3)cc1	-5
C[C@@H]1CN(C)C(=O)Cc2cc(NS(C)(=O)=O)ccc2O[C@H]1CN(C)S(C)(=O)=O	-18
CCCn1c(SCC(=O)NC(C)(C)C)nnc1C(C)C	-2
Fc1ccc(Cn2cnc3ccccc32)cc1	-18
C[C@H]1COCc2cnnn2CC[C@@H](Cc2ccccc2)C(=O)N1	0

19 entries already listed, sorted by length of the SMILES, ascending:
SMILES	FN deposit inh
CC1CCN(c2ncnc3ccccc23)CC1	0
Cc1nc2cc(Cl)ccc2n1-c1ccccc1	-21
CC(NC(=O)C1CCC1)c1ccc2c(c1)OCO2 (centres undefined)	5
CCCn1c(SCC(=O)NC(C)(C)C)nnc1C(C)C	-2
CCCc1cc(=O)[nH]c(SCC(=O)Nc2nonc2N)n1	-1
Cc1ccc(NC(=S)NCc2ccc3c(c2)OCO3)c(C)c1	-10
Cc1ccccc1C(=O)Oc1ccc(Br)cc1C(=S)N1CCCC1	-4
O=C(COC(=O)c1ccccc1OCc1ccc(Cl)cc1)NC1CC1	9
CCOc1ccc(-n2c(SCC(N)=O)nc3c(c2=O)SCC3)cc1	-5
C=C(C)Cc1c(C)c(C#N)c2nc3ccccc3n2c1N1CCCCC1	3
Cc1ccc(NC(=S)NC2CC3CCC(C2)N3Cc2ccco2)c(C)c1 (centres undefined)	-13
Cc1cccc(NC(=O)/C(=C\c2ccco2)NC(=O)c2ccccc2)c1	1
CC(C)(C)NC(=O)Cn1nnc(-c2ccccc2NC(=O)c2ccco2)n1	-5
Cc1ccccc1OCC(=O)N(Cc1ccc(N(C)C)cc1)C1CCS(=O)(=O)C1 (centres undefined)	-1
O=C1N[C@H](c2ccccc2)COCc2cn(nn2)CC[C@@H]1Cc1ccc(C(F)(F)F)cc1	-2
CC(C)[C@@H]1C(=O)N[C@@H](c2ccccc2)CC=CC[C@H](C)Oc2ccccc2C(=O)N1C (mixture of isomers)	3
O=C(N/N=C/c1ccc(O)cc1)/C(=C/c1ccc([N+](=O)[O-])cc1)NC(=O)c1ccccc1	3
C[C@@H]1CN([C@H](C)CO)C(=O)c2ccccc2-c2ccccc2CO[C@@H]1CN(C)C(=O)c1ccc(F)cc1	-11
COc1ccccc1CN(C)C[C@H]1OCc2ccccc2-c2c(n(C)c3ccccc23)C(=O)N([C@H](C)CO)C[C@@H]1C	-12

(cont.)
SMILES	FN deposit inh
CCn1nnnc1SCC(=O)N1c2ccccc2CCc2ccccc21	-3
N#CCSc1nc2ccccc2c(=O)n1CCC(=O)NCCc1ccccc1	5
CC(=O)Nc1ccc2c(c1)C(=O)N(C)C[C@@H](C)[C@@H](CN(C)C(=O)NC(C)C)O2	-12
FC(F)(F)c1cccc(Oc2nc(-c3ccccc3)nnc2C(F)(F)F)c1	-6
O=C(O)c1cnc2ccccc2n1	6
C[C@H]1CN(C)C(=O)Cc2cc(N(C)C)ccc2O[C@H]1CN(C)S(C)(=O)=O	0
c1ccc2c(N3CCOCC3)nc(N3CCOCC3)nc2c1	-7
CCOc1ccc(C(O)c2nccn2C)cc1 (centres undefined)	-1
CN1CCN(c2ccc(Cl)cc2NS(=O)(=O)c2ccccc2Cl)CC1	2
O=C(NCCN1CCOCC1)C1CCN(Cc2ccccc2O)CC1	9
Cn1c(=O)c2c(n(Cc3ccccc3)c1=O)NC(=O)C2CC(=O)O (centres undefined)	-12
CN(C)C(=O)c1ccc(-c2ccc(C3[C@@H]4CN(C(=O)Nc5ccc(Cl)cc5)C[C@H]3N4)cc2)cc1 (some centres undefined)	-2
CCN=C(Nc1ccc2c(c1)OCO2)SC1CC(=O)N(c2ccc(OC)cc2)C1=O (centres undefined)	9
CNC[C@@H]1Oc2c(NS(C)(=O)=O)cccc2C(=O)N(C)C[C@H]1C	1
COc1ccc(-c2oc(NC(C)=O)c(C#N)c2-c2ccc(OC)cc2)cc1	2
C[C@@H]1CCCn2cc(nn2)COCCNC1=O	1
CC(=O)N(C)C[C@H]1Oc2ncccc2C(=O)N(C)C[C@@H]1C	1
CC(C)[C@H]1CC=CC[C@@H](C)Oc2ccccc2C(=O)N(C)[C@H](C(C)C)C(=O)N1 (mixture of isomers)	9
O=C(Nc1cccc(Cl)c1)N1CCN(c2ncccn2)CC1	7
COc1ccc2c(c1)Cc1sc(NC(=O)c3ccccc3)nc1-2	-2
C[C@@H]1CN(C)C(=O)c2cc(N)ccc2O[C@H]1CN(C)S(C)(=O)=O	-10
O=C(CCN1CCCCC1)NCC[C@H]1CC[C@H](NC(=O)C2CCCCC2)[C@H](CO)O1	0
O=C(Nc1cccc(F)c1)N1[C@@H]2CNC[C@H]1C2c1ccc(-c2cncnc2)cc1 (some centres undefined)	-6
COc1ccc([C@H]2C/C=C\C[C@H](c3ccc(F)cc3)NC(=O)CCC(=O)N2)c(OC)c1	-14
CCCn1c(=NC(C)=O)c(C(=O)OCC)cc2c(=O)n3ccccc3nc21	-2
CS(=O)(=O)Nc1ccc(-c2n[nH]c(=S)n2-c2ccccc2)cc1	-2
Cc1nnc(NC2CCCCC2)[nH]c1=O	-8
Cn1cnnc1SCc1nc(N)nc(Nc2ccccc2)n1	3
O=c1[nH]c(N2CCc3ccccc3C2)nc2c1CCC2	1
O=C(O)COc1ccc(=O)n(-c2ccccc2)n1	3
CC1(C)Cc2c(cnn2-c2ccccc2)-c2c1c1ccccc1n2CC(O)CCl (centres undefined)	-2
COc1ccc2c3c([nH]c2c1)[C@H](CO)N(C(=O)CC1CC1)CC31CCN(Cc2ccncc2)CC1	-3
S=C(NCC1CCCO1)n1nnc2ccccc21 (centres undefined)	-2
CN(C)C(=O)c1cc2c(c(-c3cccc(C4=CCCCC4)c3)n1)[C@H](CCO)N([S@@](=O)C(C)(C)C)C2	-8
CC(C)NC(=O)Nc1ccc2c(c1)C(=O)N(C)C[C@@H](C)[C@H](CN(C)C)O2	-7
O=C(O)c1nc(N2CCCCC2)ncc1Cl	-1
